# aSyn rescue: qHTS of alpha-syn Inhibitors | Yeast expressing alpha-synuclein, growth rescue, BacTiter-Glo, 24 h | Potency, µM (series often up to 46.1 µM), for inactives: top-dose growth rescue (activation), most hits filed as activators | 0.14% of 370,000 active; note: % of control where 0% means no effect; nearly all actives have a fitted effect of over 65% in size
#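 Rescue of yeast growth: cells expressing toxic alpha-synuclein, induced in galactose at OD600 0.02, incubated with compound 24 h at 30 C. ATP luminescence quantified growth; inhibitors of toxicity appear as activators.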
# TDP-43 yeast inh: qHTS of TDP-43 Inhibitors | TDP-43 expressing yeast growth rescue, BacTiter-Glo, 24 h | Potency, µM (top dose mostly 46.1 µM), without a hit: top-dose growth rescue (activation), hits mostly activators | 1.8% of 410,000 active | AID 652104, 2013; note: % of control where 0% means no effect; nearly all actives have a fitted effect of over 50% in size
#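 Readout is BacTiter-Glo luminescence of cell growth, so inhibitors register as activators. TDP-43-expressing yeast at OD600=0.02 in galactose medium, after raffinose pregrowth to mid-log, were incubated with compound for 24 hr at 30 deg C.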
# EPAC2 antag: qHTS for Antagonist of cAMP-regulated guanine nucleotide exchange factor 2 (EPAC2): primary screen. Potency, µM (top dose mostly 114 µM), for inactives: top-dose activity, negative = inhibition, hits mostly inhibitors. EPAC2 GEF exchange of Rap1B-BODIPY-GDP, fluorescence. Rap guanine nucleotide exchange factor 4 (Homo sapiens), Q8WZA2. 0.18% of 360,000 active; note: % is set by controls: 0 for no effect and ±100 for the full control effect; nearly all actives have a fitted effect of over 45% in size; many of its hits are not listed in these tables
# EPAC1 agonist: qHTS for Agonist of cAMP-regulated guanine nucleotide exchange factor 3 (EPAC1): primary screen; Rap guanine nucleotide exchange factor 3 (Homo sapiens), O95398; EPAC1 agonist qHTS, biochemical assay; response scale: 100% = response to 6.5 mM cAMP; Potency, µM (doses to about 154 µM), without a hit: at the highest dose activation, usual class: activators; 0.073% of 360,000 active; AID 720707, 2013; note: nearly all actives have a fitted effect of over 60% in size
# Target sequence (O95398 whole entry, looked up): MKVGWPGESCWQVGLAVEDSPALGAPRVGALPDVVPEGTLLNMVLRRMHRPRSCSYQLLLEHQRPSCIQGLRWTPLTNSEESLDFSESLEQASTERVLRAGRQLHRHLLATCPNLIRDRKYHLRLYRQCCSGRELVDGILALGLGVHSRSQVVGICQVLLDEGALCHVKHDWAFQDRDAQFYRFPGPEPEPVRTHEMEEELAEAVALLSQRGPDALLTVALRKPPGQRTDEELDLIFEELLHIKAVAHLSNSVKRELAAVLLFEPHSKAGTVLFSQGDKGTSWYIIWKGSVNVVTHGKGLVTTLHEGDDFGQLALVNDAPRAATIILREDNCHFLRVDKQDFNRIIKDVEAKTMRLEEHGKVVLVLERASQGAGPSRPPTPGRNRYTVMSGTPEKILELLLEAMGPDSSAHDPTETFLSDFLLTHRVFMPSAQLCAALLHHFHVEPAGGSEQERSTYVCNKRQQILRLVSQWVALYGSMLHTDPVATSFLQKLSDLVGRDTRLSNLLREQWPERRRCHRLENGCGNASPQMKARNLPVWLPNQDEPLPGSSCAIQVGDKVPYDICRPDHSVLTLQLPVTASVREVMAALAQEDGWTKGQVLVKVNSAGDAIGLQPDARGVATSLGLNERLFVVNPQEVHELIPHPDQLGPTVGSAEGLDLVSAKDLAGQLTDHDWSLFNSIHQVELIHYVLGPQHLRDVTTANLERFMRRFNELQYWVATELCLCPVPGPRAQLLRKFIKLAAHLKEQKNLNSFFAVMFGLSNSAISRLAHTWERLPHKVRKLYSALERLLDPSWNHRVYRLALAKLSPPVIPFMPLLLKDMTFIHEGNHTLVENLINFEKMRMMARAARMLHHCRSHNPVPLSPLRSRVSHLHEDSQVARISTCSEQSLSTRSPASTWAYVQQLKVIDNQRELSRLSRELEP
#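 Fluorescent GDP-exchange assay: 100 nM EPAC1 with 250 nM Rap1B preloaded with BODIPY-GDP and 50 uM GDP; compounds tested as concentration series, 5 min at room temperature, then read every 5 min for 30 min (ex 480/em 540 nm); normalized to 6.5 mM cAMP.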
# PTHR1 ag: qHTS for PTHR1 Agonists: Primary Screen | Parathyroid hormone/parathyroid hormone-related peptide receptor (Homo sapiens), Q03431 | HEK293 GP2 PTHR1 cells, GloSensor cAMP luminescence, 1 h | Potency, µM (titrated, usually from 115 µM), for inactives: at the top dose activation, actives largely listed as activators | 0.075% of 410,000 active; note: nearly all actives have a fitted effect of over 55% in size; some results filed as inactive show a strong effect at the top dose; inactives centre near -15; many of its hits are not listed in these tables
#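 HEK-293-derived GP2 cells expressing PTHR1 and a GloSensor cAMP reporter, 3,000/well, plated overnight, given luciferin plus IBMX (each 0.5 mM as added) for 1 h at 37 °C, then compound for 1 h at 37 °C. Luminescence was read after 15 min at room temperature.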
# FUS suppressor: qHTS for Suppressors of FUS Proteinopathy: Primary screen using FUS-linked yeast assay; 0.24% of 390,000 active; Potency, µM (doses to about 76.6 µM), for the others: top-dose growth rescue (activation), hits mostly activators; S. cerevisiae FUS-expressing, growth rescue, OD600, 24 h;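 note: plate controls were DMSO vehicle for no effect and reference control for full effect; nearly all actives have a fitted effect of over 55% in size; some results filed as inactive show a strong effect at the top dose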
#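 Absorbance at 600 nm, taken 24hr after compound addition, measured rescue of FUS-yeast growth at 30C. Induction used 2% galactose with seeding at OD 0.005. Controls: CP55940 from 92uM final, DMSO only.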
# EPAC1 antagonist: qHTS for Antagonist of cAMP-regulated guanine nucleotide exchange factor 3 (EPAC1): primary screen | EPAC1 GEF assay, Rap1b-BODIPY-GDP exchange fluorescence | Potency, µM (doses to about 115 µM), without a hit: at the highest dose activity change, negative = inhibition, usual class: inhibitors | 0.14% of 360,000 active | AID 720709, 2013;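 note: plate controls were vehicle for no effect and positive control for full effect; nearly all actives have a fitted effect of over 50% in size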
# EPAC2 ag: qHTS for Agonist of cAMP-regulated guanine nucleotide exchange factor 4 (EPAC2): primary screen | Rap guanine nucleotide exchange factor 4 (Homo sapiens), Q8WZA2 | EPAC2 activation, biochemical qHTS; response scale: 100% = 6.5 mM cAMP response | Potency, µM (doses to about 154 µM), without a hit: top-dose activation, most hits filed as activators | 0.079% of 360,000 active; note: nearly all actives have a fitted effect of over 50% in size
#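 Compounds were titrated in qHTS against a Rap1B-BODIPY-GDP (250 nM) complex with EPAC2 (100 nM) and GDP (50 uM). BODIPY-GDP release tracked at 480/540 nm over 30 min at room temperature, normalized to 6.5 mM cAMP.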
# Starred values were filed as active, the others as inactive; i = inactive; u = inconclusive; x = not tested or not shown; & = joins results of further samples; [ ] = another dose, or the depositor's remark. Calls come from the whole dose curve; as a rule, active = well fitted curve in the direction sought with a large enough effect; inconclusive = small, poorly fitted or top-dose-only effect, or another doubt; inactive = no such curve, though single readings can be large; an effect the other way counts as inactive or inconclusive. Potency is the fitted concentration of half-maximal effect.
SMILES,aSyn rescue,TDP-43 yeast inh,EPAC2 antag,EPAC1 agonist,PTHR1 ag,FUS suppressor,EPAC1 antagonist,EPAC2 ag
COc1cc(OC)c(C2=NOC(C(=O)N3CCCc4ccccc43)C2)cc1Cl (stereo not drawn),3%,0%,-4%,9%,-8%[57.5 µM],3%,-6%,13%
CCN(CC)S(=O)(=O)c1ccc(C(=O)NC(=S)N(CCO)Cc2ccccc2)cc1,-2%,-2%,-6%,12%,i,8%,-21%,10%
CCC(C)[C@H](NC(=O)NCCCc1ccccc1)C(=O)OC (stereo partly drawn),1%,-4%,-4%,0%,i,16%,3%,10%
CCOC(=O)c1ccc(CNCc2ccc(C)cc2)cc1,-2%,14%,-9%,5%,11%,x,-2%,-3%
COc1ccc(C)cc1NC(=S)Nc1ccccc1SC,0%,29%,-4%,10%,i,-36%,0%,10%
CC(C)(C)C(C(=O)Oc1ccccc1)c1ccccc1 (stereo not drawn),-16%,-19%,3%,2%,-10%,-10%,-2%,-3%
CCC(C)c1ccccc1OCCn1ccnc1 (stereo not drawn),8%,-25%,13%,-6%,i,x,-2%,-4%
CCN(CC(=O)Nc1c(F)cccc1F)C(=O)c1cccc(S(=O)(=O)N(C)c2ccccc2)c1,-9%,-18%,-6%,1%,-14%,7%,-6%,7%
O=C(NCc1cccnc1)c1ccc(COc2ccc(Cl)cc2)cc1,1%,2%,-12%[57.1 µM],-12%,i,7%,-10%,8%
CC(=O)N1c2ccccc2Sc2ccccc21,6%,u,-7%,3%,-26%,-14%,-17%,10%
Fc1ccccc1CNc1ccc(Cl)c(Cl)c1,-43%[inhibitor],-3%,-6%,30%,-10%[57.5 µM],22%,-6%,17%
CCOC(=O)c1oc2ccccc2c1NC(=O)c1cccs1,-2%,-8%,8%,-4%,i,25%,-6%,1%
O=C(CC(C(=O)O)c1ccc(Cl)cc1)c1ccccc1 (stereo not drawn),12%,-15%[0.397 µM],-4%,-7%,-1%,-3%,-5%,-2%
O=C1CCSc2ccc(Cl)cc2N1Cc1ccc(Cl)cc1,17%,-8%,11%,17%,-2%,u,7%,26%
CC1(C)CC(=O)c2cnc(NC(=O)CCc3ccccc3)nc2C1,-1%,-10%,-4%,-3%,-14%[57.5 µM],11%,-19%,14%
CC1Oc2ccccc2C(=O)N(CC(=O)c2ccc3c(c2)OCCO3)C1=O (stereo not drawn),25%,18µM*,-10%,-3%,-18%,9%,7%,11%
COc1ccc(-c2noc(=O)n2Cc2ccc(F)cc2Cl)cc1,21%,u,-20%,-3%,i,10%,-22%,11%
COc1cccc(/C=N/NC(=O)c2c(C)nc3ccc(Br)cn23)c1O,-24%,17%,-12%,11%,-11%,26%,-15%,10%
COc1ccc(S(=O)(=O)Nc2ccc3c(c2)OCO3)cc1C,10%,15%,u,5%,-5%[57.5 µM],-5%,-2%,-7%
O=C(Nc1cc2c(=O)n(-c3ccc(Oc4ccccc4)cc3)ccc2oc1=O)c1ccccc1,-3%,9%,21%,-3%,-11%,2%,10%,3%

# Already shown: an excerpt of the list.
SMILES,aSyn rescue,TDP-43 yeast inh,EPAC2 antag,EPAC1 agonist,PTHR1 ag,FUS suppressor,EPAC1 antagonist,EPAC2 ag
CC1Oc2ccccc2C(=O)N(CC(=O)c2ccc3c(c2)OCCO3)C1=O (stereo not drawn),25%,18µM*,-10%,-3%,-18%,9%,7%,11%
COc1ccc(-c2noc(=O)n2Cc2ccc(F)cc2Cl)cc1,21%,u,-20%,-3%,i,10%,-22%,11%

# Later entries.
SMILES,aSyn rescue,TDP-43 yeast inh,EPAC2 antag,EPAC1 agonist,PTHR1 ag,FUS suppressor,EPAC1 antagonist,EPAC2 ag
COc1ccccc1N1CCN(C(=O)Cc2cccs2)CC1,-12%,u,16%,9%,-3%[57.5 µM],11%,14%,-1%
COC(=O)c1cccc(-n2[nH]nnc2=S)c1,-24%,0%,9%,1%,-4%,-17%,7%,-12%
COc1ccc(-n2cnc3sc(-c4ccccc4)cc3c2=O)cc1,1%,4%,4%,-3%,-17%[57.5 µM],-9%,2%,4%
CS(=O)(=O)N(CCc1ccccc1)CC(=O)Nc1ccc2c(c1)OCO2,-1%,6%,-2%,1%,-8%,28%,-9%,12%
CCN(C(=O)c1ccc(S(=O)(=O)N(C)C)cc1)C(C)C(=O)Nc1ccc(C)cc1 (stereo not drawn),7%,-15%,2%,-10%,-4%,8%,4%,-2%
CN(C)c1ccc(C(=O)NCC(c2cccs2)N2CCOCC2)cc1[N+](=O)[O-] (stereo not drawn),4%,21%,6%,-8%,i,-1%,9%,0%
O=C(CNC(=O)c1cccc(F)c1)N/N=C/c1cccs1,-7%,9%,-9%,8%,i,-16%,1%,7%
Cc1ccc(S(=O)(=O)N2CCCC(C(=O)NCc3ccco3)C2)cc1Cl (stereo not drawn),2%,-10%,8%,-1%,-2%[57.5 µM],9%,4%,-14%
Cc1ccc(NC(=O)c2cnc(SCC(=O)c3ccccc3)n(C)c2=O)cc1,-11%,-3%,-4%,1%,i,-3%,-6%,1%
C=CCn1c(=NC(=O)c2ccco2)sc2cc(C(=O)OCC)ccc21,-12%,9%,9%,-2%,-15%,-21%,4%,-12%
C=CCc1c(C)c(C#N)c2nc3ccccc3n2c1NCCN(C)C,-10%,-16%,-5%,5%,-4%[57.5 µM],7%,9%,2%
COc1ccccc1-n1c(-c2ccccc2)c[n+]2c1CCc1ccccc1-2,2%&-8%,12%,2%&0%,8%&8%,-55%&-79%[inhibitor],-9%&16%,u,1%&9%
Cc1onc(-c2ccccc2)c1C(=O)N1CCN(c2ncccc2C(F)(F)F)CC1,15%,u,2%,-27%,-28%,29%,-8%,-20%
Cc1cc(C)nc(Sc2c(C)nn(-c3ccccc3)c2C)n1,-42%[inhibitor],u,4%,-3%,-26%[57.5 µM],-2%,11%,6%
CC1CCCCN1Cc1c(O)ccc2c(=O)c(-c3ccc(Br)cc3)coc12 (stereo not drawn),6%,-1%,1%,-1%,-8%,5%,13%,3%
Cc1cccc(C)c1N1CCN(c2nc(N(C)C)oc(=O)c2C#N)CC1,x,4%,-1%,0%,i,-5%,-4%,-4%
CCOC(=O)C1CCN(C(=O)COc2cccc3ccccc23)CC1,11%,9%,23%,2%,-14%,14%,16%,7%
COc1ccccc1NC(=O)N(C)C[C@@H]1OCc2cnnn2CCCC(=O)N([C@@H](C)CO)C[C@H]1C,-2%,2%,0%,-2%,-14%,-21%,3%,6%
C=CCNC(=O)c1ccc(S(=O)(=O)CC)c(Cl)c1Cl,-4%,-20%,24%,-7%,-18%,4%,1%,5%
Cc1ccc(/C=C\c2nccc3c2[nH]c2ccccc23)cc1,12%&6%,u,25%,-11%,12%,u,-12%,11%
Cc1ccc(S[C@@H](CCN2CC[C@H](NC(=O)OCc3ccccc3)CCC2=O)c2ccccc2)cc1,15%,10%,-12%,5%,-22%,44%,-25%,7%
COCCOC(=O)C1=C(C)N=C2SCCC(=O)N2C1c1ccc(OC(=O)c2ccco2)cc1 (stereo not drawn),-1%,-12%,2%,-8%,-32%[inhibitor],26%,5%,8%
O=C1C(N2CCOCC2)=C(n2nnc3ccccc32)C(=O)c2ccccc21,-36%[inhibitor],22µM*,-2%,1%,-11%[57.5 µM],-2%,-28%,2%
CCOC(=O)CSc1nc2sc(C(=O)O)c(C)c2c(=O)[nH]1,1%,u,8%,-1%,-10%,17%,-5%,6%
CC(C)=CCC[C@](C)(O[C@@H]1O[C@H](CO[C@@H]2OC[C@H](O[C@@H]3OC[C@@H](O)[C@H](O)[C@H]3O)[C@H](O)[C@H]2O)[C@@H](O)[C@H](O)[C@H]1O)C1CC[C@]2(C)C1[C@H](O)CC1[C@@]3(C)CC[C@H](O)C(C)(C)C3[C@@H](O)C[C@]12C (stereo partly drawn),0%,5%,5%,-7%,i,21%,-6%,8%
CCN(CC)c1ccc(NC(=O)CSc2nnc3nc(C)cc(C)n23)cc1,0%,14%,15%,3%,i,4%,3%,7%
CCOC(=O)CNc1nc(Cl)nc(Nc2ccc(C)cc2)n1,-5%,-26%,4%,-11%,i,2%,-11%,-5%
O=C(CCCCCNC(=S)Nc1ccccc1)C[N+](=O)[O-],11%,6%,-10%,-2%,-6%,-21%,-9%,3%

# Structures from the list above containing four or more nitrogen atoms, in the order listed:
SMILES,aSyn rescue,TDP-43 yeast inh,EPAC2 antag,EPAC1 agonist,PTHR1 ag,FUS suppressor,EPAC1 antagonist,EPAC2 ag
COc1cccc(/C=N/NC(=O)c2c(C)nc3ccc(Br)cn23)c1O,-24%,17%,-12%,11%,-11%,26%,-15%,10%
COC(=O)c1cccc(-n2[nH]nnc2=S)c1,-24%,0%,9%,1%,-4%,-17%,7%,-12%
CN(C)c1ccc(C(=O)NCC(c2cccs2)N2CCOCC2)cc1[N+](=O)[O-] (stereo not drawn),4%,21%,6%,-8%,i,-1%,9%,0%
C=CCc1c(C)c(C#N)c2nc3ccccc3n2c1NCCN(C)C,-10%,-16%,-5%,5%,-4%[57.5 µM],7%,9%,2%
Cc1onc(-c2ccccc2)c1C(=O)N1CCN(c2ncccc2C(F)(F)F)CC1,15%,u,2%,-27%,-28%,29%,-8%,-20%
Cc1cc(C)nc(Sc2c(C)nn(-c3ccccc3)c2C)n1,-42%[inhibitor],u,4%,-3%,-26%[57.5 µM],-2%,11%,6%
Cc1cccc(C)c1N1CCN(c2nc(N(C)C)oc(=O)c2C#N)CC1,x,4%,-1%,0%,i,-5%,-4%,-4%
COc1ccccc1NC(=O)N(C)C[C@@H]1OCc2cnnn2CCCC(=O)N([C@@H](C)CO)C[C@H]1C,-2%,2%,0%,-2%,-14%,-21%,3%,6%
O=C1C(N2CCOCC2)=C(n2nnc3ccccc32)C(=O)c2ccccc21,-36%[inhibitor],22µM*,-2%,1%,-11%[57.5 µM],-2%,-28%,2%
CCN(CC)c1ccc(NC(=O)CSc2nnc3nc(C)cc(C)n23)cc1,0%,14%,15%,3%,i,4%,3%,7%
CCOC(=O)CNc1nc(Cl)nc(Nc2ccc(C)cc2)n1,-5%,-26%,4%,-11%,i,2%,-11%,-5%

# Screening data from PubChem.

# These rows are one share of the data; rates above refer to the full screens.
